Source: PubChem BioAssay
Insulin prom inh: TRM-6 insulin promoter activity inhibition | TRM-6 cells (human fetal islet line), insulin promoter-eGFP reporter, imaging; reporter expression induced with tamoxifen | inhibition, % at 2 µM | hit rate 0.9% among 130,000;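 active = inhibition above the mean plus 3 SD, with well images judged a real hit on visual review, cut at about 60% in these data, passing the limit was not always enough; inconclusive = inhibition over the cutoff but images rejected on review; inactive = inhibition not above the cutoff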
SDO1 yeast rescue: compounds rescuing growth of sdo1-depleted yeast, bone marrow failure model. hit rate 0.21% among 140,000. z-score at 10 µM. S. cerevisiae sdo1-depleted JHY4D growth rescue, OD600 30 h; active compounds read high; pdr5 snq2 efflux-pump mutant strain. AID 817;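 active = z-score above 3 at both the 24 hr and the 30 hr optical density reads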;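 note: z-score against mean and SD of all compound wells on the same plate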
SDO1 yeast rescue Rescue 24 h: further read-out of SDO1 yeast rescue, marked with its call; z-score; S. cerevisiae sdo1-depleted JHY4D growth rescue, OD600; measured here: growth rescue at 24 h;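 0 is the plate mean of compound wells and units are plate SD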
The depositor's hits bear a star; ? = inconclusive; nt = not tested or not shown; & = joins results of further samples.

SMILES | Insulin prom inh | SDO1 yeast rescue | SDO1 yeast rescue Rescue 24 h
O=C1CS/C(=N\c2ccccn2)N1C1CCCCC1 | -42.9 | 0.89 | 0.13
O=C1CSC(=S)N1c1cccnc1 | -67.9 | 0.53 | 0.59
Cc1nc2cc(NC(=O)NCCC3=CCCCC3)ccc2o1 | 2.5 | -0.52 | -1.21
O=C(OCc1cc(=O)n2cc(Br)ccc2n1)C1COc2ccccc2O1 (stereo not drawn) | nt | 0.25 | -0.78
C/C(CC(=O)Nc1ccc(Cl)c(Cl)c1)=N\NC(N)=S | -30.0 | 0.4 | -0.62
CCN(Cc1nc2cc(OC)c(OC)cc2c(=O)[nH]1)C(=O)c1ccc(S(=O)(=O)N(C)C)cc1 | -10.8 | 0.73 | 0.54
CCCOc1ccc(N2C(=O)CC(N(Cc3ccc(S(N)(=O)=O)cc3)C(=O)CC)C2=O)cc1 (stereo not drawn) | 48.0 | 1.23 | 1.56
Cc1onc(-c2ccccc2)c1C(=O)Nc1ccc(S(=O)(=O)N2CCCC2)cc1 | 77.8* | nt | nt
CCOc1cc(S(=O)(=O)N(CC)CC)ccc1Br | 3.0 | -0.02 | -0.08
CNC(=O)c1ccccc1S(=O)c1ccccc1C#N (stereo not drawn) | 41.4 | 0.11 | -0.14
COc1ccc(C(=O)NCc2ccc(-c3nc4ccccc4s3)cc2)cc1 | nt | -0.71&-0.29 | 1.09&1.13
Cc1ccc(NC(=O)c2ccccc2OCC(=O)c2ccc(F)cc2)cc1 | 55.2 | -0.84 | -0.31
CCOC(=O)N1CCC(=NNC(=O)c2ccccc2F)CC1 | nt | 2.01 | 2.72
Nc1nc(CSc2ccc(Cl)cc2)nc(N2CCCCC2)n1 | -20.0 | nt | nt
CCC(C)c1ccc(NC(=O)C2CCN(c3ncccn3)CC2)cc1 (stereo not drawn) | 38.1 | -0.58 | -0.89
CCOCCSc1nc2c(c(=O)[nH]c(=O)n2C)n1CCCc1ccccc1 | -7.7 | 0.28 | 0.28
Cc1ccc(N/C=C/C(=O)c2cccs2)cc1C | -29.4 | nt | nt
CCOC(=O)CN1C(=O)S/C(=C/c2cccc([N+](=O)[O-])c2O)C1=O | -33.3 | nt | nt
CCOC(=O)c1sc(=NC(=O)c2ccc(C)c(C)c2)n(C)c1C | -33.3 | nt | nt
Cc1ccc(-c2nc(C3CCCN(S(=O)(=O)c4ccc(C(F)(F)F)cc4)C3)no2)cc1 (stereo not drawn) | 33.3 | -0.43 | -1.67
COC(=O)CNC(=O)C(C)NC(=O)CNC(=O)OCc1ccccc1 (stereo not drawn) | 34.2 | 0.22 | 0.02
CC(C)(C)NC(=S)Nc1ccc(Br)cc1 | -51.4 | 0.29 | 0.69
Nc1nnc(Cc2ccc(Cl)cc2Cl)s1 | -97.1 | -0.94 | -0.42
CC(C)C(NC(=O)c1ccc(Cl)cc1)C(=O)O (stereo not drawn) | -3.5 | 0.1 | 0.07
Cn1cnnc1SCCC(=O)Nc1ccc(Cl)cc1 | -81.2 | 0.16 | -0.11
CCN(c1ccccc1)S(=O)(=O)c1ccc(Cl)c(C(=O)OCC(=O)c2[nH]c(C)c(C(C)=O)c2C)c1 | 0.0 | 0.32 | 0.74
COCCNC(=S)N1CCc2cc(OC)c(OC)cc2C1COc1ccc(F)cc1 (stereo not drawn) | 54.5 | nt | nt
CCOC(=O)C(C)N1N=C(/C=C/c2ccc(C)cc2)CCC1=O (stereo not drawn) | -6.7 | 0.29 | 0.29
CC(C)Oc1ccc(C(=O)NC2CCS(=O)(=O)C2)cc1 (stereo not drawn) | 10.3 | 2 | 2.14
CCOC(=O)c1ccc(Nc2ccc([N+](=O)[O-])cn2)cc1 | nt | -0.11 | -0.09

Some of the entries so far, field by field.
COC(=O)CNC(=O)C(C)NC(=O)CNC(=O)OCc1ccccc1 (stereo not drawn)
  Insulin prom inh = 34.2
  SDO1 yeast rescue = 0.22
  SDO1 yeast rescue Rescue 24 h = 0.02
CC(C)(C)NC(=S)Nc1ccc(Br)cc1
  Insulin prom inh = -51.4
  SDO1 yeast rescue = 0.29
  SDO1 yeast rescue Rescue 24 h = 0.69
Nc1nnc(Cc2ccc(Cl)cc2Cl)s1
  Insulin prom inh = -97.1
  SDO1 yeast rescue = -0.94
  SDO1 yeast rescue Rescue 24 h = -0.42
CC(C)C(NC(=O)c1ccc(Cl)cc1)C(=O)O (stereo not drawn)
  Insulin prom inh = -3.5
  SDO1 yeast rescue = 0.1
  SDO1 yeast rescue Rescue 24 h = 0.07

With a hit mark in Insulin prom inh (from the list above):
SMILES | Insulin prom inh | SDO1 yeast rescue | SDO1 yeast rescue Rescue 24 h
Cc1onc(-c2ccccc2)c1C(=O)Nc1ccc(S(=O)(=O)N2CCCC2)cc1 | 77.8* | nt | nt

Going on with the list.
SMILES | Insulin prom inh | SDO1 yeast rescue | SDO1 yeast rescue Rescue 24 h
CCCCC(=O)NCCNc1nc2c(c(=O)n(C)c(=O)n2C)n1Cc1ccccc1 | -13.9 | 0.61 | 0.34
Nc1nncn1C(=O)c1cccs1 | 31.2 | 0.53 | -0.16
COc1ccccc1N1CCN(C(CNS(=O)(=O)c2cccs2)c2cccnc2)CC1 (stereo not drawn) | nt | 0.22 | 0.83
COc1ccc(/C=N/Nc2ccc(C(F)(F)F)cc2[N+](=O)[O-])cc1O | -9.7 | 0.17 | 0.05
Cc1ccc(CNC(=O)CN2CCC(C(N)=O)CC2)cc1 | -18.2 | -0.48 | -0.68
COc1ccc(NC(=O)C2CC(=O)NC3=C2C(=O)CC(C)(C)C3)cc1 (stereo not drawn) | -22.2 | 0.4 | -0.48
CCNc1ccccc(C(=O)/C=C/c2ccc3c(c2)OCO3)c1=O | 17.1 | -0.16 | -0.59
CC1(C)CC(=O)C(N=Nc2ccc(Cl)cc2)=C(O)C1 | 20.6 | -0.27 | -0.34
Cc1sc(NC(=O)c2ccc(Cl)s2)c(C(N)=O)c1C | -152.4 | -0.99 | -0.81
Cc1ccc2oc(=O)c3cc(C(=O)NCCN4CCc5ccccc5C4)sc3c2c1 | -12.2 | 0.32 | 0.15
CCc1sc(N)nc1-c1ccccc1 | nt | 1.03 | 1.27
CCCOc1ccc(Cn2c(C)nc([N+](=O)[O-])c2SCC(O)COC)cc1[N+](=O)[O-] (stereo not drawn) | -38.9 | 0.47 | 0.56
CCN(CC)S(=O)(=O)c1ccc(NC(=O)c2c(-c3ccccc3)noc2C)cc1 | 10.0 | -0.81 | 1.01
O=C(COc1ccccc1C(=O)NCC1CCCO1)Nc1ccc(Br)cc1 (stereo not drawn) | -16.7 | nt | nt
O=C(NCCCN1CCN(CCCNC(=O)c2ccccc2F)CC1)c1ccccc1F | -51.3 | 0.55 | 1
CCOC(=O)C1CCCN(S(=O)(=O)Cc2ccccc2)C1 (stereo not drawn) | -57.1 | -0.25 | -0.88
CCOc1ccc(-n2c(N)c(C(=O)NCc3ccco3)sc2=S)cc1 | -20.5 | 0.36 | -0.05
Cc1ccc2[nH]c3c(=S)nc[nH]c3c2c1 | 77.8* | -0.15 | -0.99
Cc1cc(C)c(OCCOCCN(C)C)c(Br)c1 | 2.6 | -0.21 | -0.8
COc1cc(NC(=O)CCc2ccccc2)nc(OC)n1 | 56.8 | -0.73 | -1.06
CC(=O)c1ccc(NC2OC(CO)C(O)C(O)C2O)cc1 (stereo not drawn) | -3.0 | 0.03 | -0.72
O=C(CCn1c(=S)[nH]c2ccccc2c1=O)NCCCN1CCCC1=O | nt | 0.67&-0.25 | -0.28&-1.2
CN1CCN(c2nc3c(c(=O)[nH]c(=O)n3C)n2Cc2cccc3ccccc23)CC1 | 31.4 | 0.12 | -0.08
Cc1ccc(C2CC(=O)NC(SCc3ccccc3)=C2C#N)o1 (stereo not drawn) | nt | -0.76 | -1.32
CCCCCC(=O)N1CCN(CCN=CC2=C(O)CC(c3cccs3)CC2=O)CC1 (stereo not drawn) | -13.0 | 0.76 | 0.41
CNCc1cc(Br)c(OCC(=O)Nc2ccccc2OC)c(OC)c1 | -23.5 | nt | nt
N#Cc1nc(-c2ccccc2F)oc1NC1CCCCC1 | nt | -2.23 | -1.33
Cc1cccc(C(=O)NCc2nnc(SCC(=O)N3CCN(c4ccccc4)CC3)n2C)c1 | 2.3 | nt | nt
COc1ccccc1C(=O)NNC1=C(C(=O)C(F)(F)F)CCC1 | -17.2 | 0.38 | 0.86
Cc1cccnc1NCc1ccc(O)c2ncccc12 | 46.1 | 0.19 | 0.51
C/C(=C\c1ccc2c(c1)OCO2)C(=O)c1c(C)cc(C)[nH]c1=O | 42.9 | nt | nt
CC(=O)OCC1OC(OC(C)=O)C(NC(=O)c2cccnc2)C(OC(C)=O)C1OC(C)=O (stereo not drawn) | ? | 0.53 | -0.08
COC(=O)C1=C(CSc2nc3ccccc3o2)NC(=O)NC1c1cc(C)ccc1C (stereo not drawn) | 28.9 | -1.5 | -0.89
O=C1OC(c2ccc(Br)cc2)=N/C1=C\N1CCCCC1 | -22.1 | -1.15 | -1.29
CCCCN1C(=O)c2ccccc2C1C(=O)NC1CCCC1 (stereo not drawn) | 35.7 | 0.45 | -0.22
O=C(O)Cc1ccc(NC(=O)c2ccc(NC(=O)c3ccco3)cc2)cc1 | -34.8 | 0.58 | 0.15
CCOC(=O)CSc1nnc2n1C(C)(C)Cc1ccccc1-2 | 34.2 | -0.16 | -0.41
Cc1ccc(NC(=O)CN(C)C(=O)COc2c(Cl)cc(Cl)c3ccc(C)nc23)cc1 | nt | -1.36 | -1.07
CCN(CC)c1ccc(/C=N/NC(=O)c2cccc(S(=O)(=O)Nc3ccccc3OC)c2)cc1 | -11.8 | nt | nt
Nc1ncc(Br)cc1S(=O)(=O)NCCC(=O)N1CCN(c2ncccn2)CC1 | -57.1 | 0.57 | 0.43
O=C(COC(=O)c1cc(=O)c2ccccc2o1)NC1CCCC1 | 33.3 | nt | nt
COc1cccc(C2NC(C)(C(=O)O)C3C(=O)N(C(C)C)C(=O)C23)c1O (stereo not drawn) | nt | 2.04 | 2.01
COc1ccc(CCNc2nc3c(c(=O)n(C)c(=O)n3C)n2C)cc1OC | -363.2 | 0.45 | 0.24
O=C(CSc1ccc(Cl)cc1)Nc1ccc(N2CCN(c3ccccc3)CC2)c(F)c1 | -56.0 | 0.09 | -0.42
COc1ccc(OC)c(NC(=O)CC2C(=O)NCCN2C(=O)Nc2cccc(Cl)c2)c1 (stereo not drawn) | -7.4 | 0.98 | 0.84
O=C(NC(=S)NC1CCSC1=O)c1ccccc1F (stereo not drawn) | 15.4 | 1.34 | 0.37
Cn1ncc2c(NNC(=O)c3ccc(Cl)c(Cl)c3)ncnc21 | nt | 1.39 | 1.22
COc1ccc(CC(=O)Nc2cccc(-c3cn4ccccc4n3)c2)cc1 | 27.3 | -0.99 | -1
CCNCCNC(=O)c1c(O)c2c([nH]c1=O)CCCC2 | 15.6 | 0.29 | -0.47
Cc1ccc2nc(SCc3ccccc3)c(C=O)c(=O)n2c1 | 7.7 | 2.42 | 2.76

Other entries.
SMILES | Insulin prom inh | SDO1 yeast rescue | SDO1 yeast rescue Rescue 24 h
O=C(NCCN1C(=O)S/C(=C\c2ccc(Cl)c(Cl)c2)C1=O)C1COc2ccccc2O1 (stereo not drawn) | -5.0 | nt | nt
Cc1ccc(OCC(O)CN2C(=O)NC(C)(C)C2=O)cc1C (stereo not drawn) | nt | 0.55 | 0.29
Cc1cc(C(=O)N2CCN(Cc3ccc4c(c3)OCO4)CC2)on1 | nt | 1.97 | 2.49
Cc1ccc(-n2[nH]c(C)c(C=Nc3ccc(S(=O)(=O)Nc4nccs4)cc3)c2=O)cc1 | nt | 0.6 | 0.14
O=C(COC(=O)CNC(=O)c1ccccc1)Nc1ccc(Cl)cc1C(F)(F)F | -46.7 | 0.19 | -1
O=C(COC(=O)c1ccco1)NC(c1ccccc1)c1ccccc1 | 10.0 | nt | nt
CCNC(=O)COc1cc(C)c(Cl)c(C)c1 | 5.7 | -0.41 | -1.44
CCSc1nc2c(c(=O)n1Cc1ccccc1)SC(C)C2 (stereo not drawn) | -428.6 | -0.51 | -0.35
COC(=O)c1sc(NC(=O)c2cnccn2)c(C(=O)OC)c1C | 30.8 | nt | nt
CCn1cc([N+](=O)[O-])c(C(=O)Nc2ccn(C34CC5CC(CC(C5)C3)C4)n2)n1 | 7.7 | -0.95 | -0.43
CCCC(=O)N1c2ccccc2NC2=C(C(=O)CCC2)C1c1ccc(F)cc1 (stereo not drawn) | 18.8 | -0.23 | -0.05
COc1ccc(-n2c(-c3ccc(C)cc3)n[nH]c2=S)cc1 | 25.0 | -0.36 | -0.66
Cc1cccc(Oc2cc(NC(=O)c3ccccc3)cc([N+](=O)[O-])c2)c1 | 0.0 | -2.19 | -1.61
CC(C)(C)c1ccc(OCC(=O)NNC(=O)CCc2ccccc2)cc1 | 16.7 | 0 | 0.11
O=S(=O)(NCc1ccco1)c1cccc(S(=O)(=O)N2CCCCC2)c1 | nt | -0.84 | -0.59
COc1ccc(NC(=O)c2c(NC(=O)CCC(=O)O)sc(-c3ccccc3)c2C)cc1 | 14.3 | nt | nt
CC(C)[C@H](NS(=O)(=O)c1ccccc1)C(=O)OCC(=O)N1N=C(c2ccc(Cl)cc2)CC1c1ccco1 (stereo partly drawn) | 18.8 | 0.04 | 1.72
CCN1CCN(CC(=O)Nc2ccc3c(c2)OCCO3)C(=O)C1=O | nt | 0.39 | 1.39
Cc1cccc(CNCc2ccccc2)c1 | -25.9 | 0.23 | 0.07
CCOC(=O)c1c(NS(=O)(=O)Cc2ccccc2)sc2c1CCCC2 | 25.0 | -1.2 | -0.98
CCCCNS(=O)(=O)c1ccc(S(=O)(=O)N2CCC3(CC2)OCCO3)cc1 | nt | 0.05 | -1.15
Cn1cccc1Cc1nnc(SCC(=O)Nc2ccc(Cl)cc2)n1-c1ccc(F)cc1 | nt | -0.98 | 0.28
CCOC(=O)C1=C(C)NC(=O)NC1C1CC=CCC1 (stereo not drawn) | -54.5 | 0.21 | -0.81
